M. tuberculosis HTS – M. tuberculosis growth inhibition, HTS (AID 449762). one-dose inhibition, % at 25 µM; IC50 in µM for titrated hits. 0.59% of 330,000 active. M. tuberculosis H37Rv growth inhibition, 7H9 media; higher % means a stronger effect; in the data active means a potency from the dose series; inconclusive means inhibition above about 70% without an active follow-up result;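 further: bacterial growth assessed after seven days of incubation; strong numbers were not always called active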
VEEV TC-83 Vero – inhibitors of VEEV TC-83 cytopathic effect, confirmation, Vero cells (AID 588727); inhibition, % at 20 µM; hits with a dose series show IC50 in µM; Vero cells, VEEV TC-83 cytopathic effect inhibition; higher % means a stronger effect; 0.13% of 350,000 active; in the data active means a potency from the dose series; inconclusive means inhibition mostly from about 14% at the one dose, without a potency; inactive means the rest, 99 in 100 with inhibition below about 12%; further: strong numbers were not always called active
M. tuberculosis – growth inhibition of non-replicating M. tuberculosis (AID 488890); Mycobacterium tuberculosis non-replicating, growth inhibition; higher % means a stronger effect; inhibition, % at 25 µM; hits with a dose series show IC50 in µM; 0.39% of 320,000 active; in the data active means a potency from the dose series; inconclusive means inhibition mostly from about 82% at the one dose, without a potency; inactive means the rest, 99 in 100 with inhibition below about 76%;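 further: plate controls were DMSO cells for no effect and high antibiotic wells for full effect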
influenza NS1A – H1N1 influenza NS1A inhibitors, functional cell based assay (AID 504329); NS1A functional cell-based assay, percent inhibition; higher % means a stronger effect; inhibition, % at 12.5 µM; hits with a dose series show IC50 in µM; 0.3% of 340,000 active; in the data active means a potency from the dose series; inconclusive means inhibition above about 27% without an active follow-up result; further: strong numbers were not always called active
PhoP GFP inhibition – PhoP regulon inhibitors, Salmonella typhi PhoP promoter GFP reporter, confirmatory (AID 1850). Salmonella Typhi PhoP-promoter GFP reporter, fluorescence, 4 h; higher % means a stronger effect. inhibition, % at 50 µM, or IC50 in µM where a hit was titrated. 0.33% of 310,000 active; in the data active means a potency from the dose series; inconclusive means inhibition mostly from about 25% at the one dose, without a potency; inactive means the rest, 99 in 100 with inhibition below about 19%;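 further: 0% = induced wells with vehicle and 100% = uninduced wells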
VEEV TC-83 Vero 10K pilot screen – recorded beside VEEV TC-83 Vero, whose call it bears; inhibition, %; measured here: 10K pilot screen inhibition
* = called active by the depositor; i = inactive; ? = inconclusive; . = no result given; & = joins results of further samples.

SMILES | M. tuberculosis HTS | VEEV TC-83 Vero | M. tuberculosis | influenza NS1A | PhoP GFP inhibition | others
Cc1oc2ccc(OS(C)(=O)=O)cc2c1C(=O)OC(C)C | 5% | 0.5% | -3% | -19% | 3%
O=C(O)CCNS(=O)(=O)c1ccccc1 | -5% | i | 3% | -1% | -10%
COc1ccc(NS(=O)(=O)c2cccc(C(=O)NNC(=O)CNC(=O)c3ccc(C)cc3)c2)cc1 | -10% | 1.5% | -2% | -7% | 1%
COc1ccc(N2C(=O)CSC2c2ccc(F)c(F)c2)cc1 (stereo unspecified) | 0% | i | -6% | -23% | 13%
CCC(C)Sc1nc(C)nc2c1c(=O)n(C)c(=O)n2C (stereo unspecified) | -4% | 0.6% | 4% | 2% | 9%
COc1cc(OC)cc(C(=O)Nc2cccc3ccccc23)c1 | 6% | 0.3% | 15% | -3% | -8%
COc1cc(C(=O)OCC(=O)Nc2ccccc2C(=O)NC2CC2)c([N+](=O)[O-])cc1OC | 0% | 1.1% | 2% | 6% | .
Nn1c(COc2ccccc2)nnc1SC(F)F | -5% | 2.3% | 28% | 7% | -5% | VEEV TC-83 Vero 10K pilot screen=0.7
CCCn1ncc(CN2CCC(n3nccc3NC(=O)CCc3ccccc3)CC2)c1C | 9% | i | 0% | -10% | -3%
COc1ccccc1-c1noc2ncnc(Nc3cccc(C)c3)c12 | -3% | 11% | 22% | 4% | 4%
CC(Cc1ccccc1)C(=O)N1CCN(C)CC1 (stereo unspecified) | 2% | 0.3% | 1% | 7% | 9% | VEEV TC-83 Vero 10K pilot screen=0.8
O=C(NCC(O)c1ccccc1)c1cccc(S(=O)(=O)N2CCOCC2)c1 (stereo unspecified) | -1% | 1.6% | 0% | -3% | 8%
O=C(C1CCCN(S(=O)(=O)c2cccnc2)C1)N1CCn2c1nc1ccccc12 (stereo unspecified) | -6% | 0.6% | 7% | -7% | -15%
Cc1nc2sc3c(O)cc(=O)[nH]c3c2c(C)c1C | 11% | 1.1% | 0% | 2% | 11%
Cc1ccc(NC(=O)c2cccc(Cl)c2)nc1 | 2% | 1.6% | -23% | 4% | 8%
CC(=O)CCC(=O)NCCc1ccccc1F | 4% | 4.2% | 1% | -13% | 12%
CC(C)(C)NC(=O)CN1C(=O)/C(=C/c2ccccc2)SC1=S | -2% | 0.9% | -5% | -1% | -3%
CC(=O)c1ccc(S(=O)(=O)N2CCN(c3nn(C)c(=O)n(C)c3=O)CC2)cc1 | . | i | . | -11% | .
Cc1cc(=O)cc(C)[nH]1 | 5% | 2.1% | -6% | -3% | -17%
CN(C)S(=O)(=O)c1cc(NC(=O)CNCc2ccccc2)ccc1Cl | 1% | i | 8% | 0% | 5%
CN(CC(=O)Nc1ccc2c(c1)OCO2)S(=O)(=O)c1ccc(F)cc1 | 10% | 0.4% | 1% | 1% | 4%
O=C(O)c1ccc(NC(=O)c2ccc3c(c2)C(=O)N(CC2CCCO2)C3=O)cc1 (stereo unspecified) | -1% | 4.7% | -22% | 3% | 5%
COc1ccccc1NS(=O)(=O)c1ccc2oc(N)nc2c1 | -1% | i | -7% | -8% | -3%
CC(=O)Nc1ccc(N2CCN(C(=O)c3cccs3)CC2)cc1 | 5% | 1.3% | -3% | 7% | -3%
CCCOc1ccc(C(O)CCNC(CC(=O)O)c2ccccc2)cc1 (stereo unspecified) | 3% | 2.8% | 2% | 4% | -8%
Next part.
SMILES | M. tuberculosis HTS | VEEV TC-83 Vero | M. tuberculosis | influenza NS1A | PhoP GFP inhibition | others
COC(=O)c1cccc(NC(=O)CCc2cc(OC)c(OC)c(OC)c2)c1 | 2% | 1.4% | -4% | -11% | 7%
Cc1[nH]n(-c2ccccc2)c(=O)c1C=NCc1ccncc1 | -3% | i | 1% | 9% | 0%
CCOC(=O)c1nc(Nc2ccccc2)c2ccccc2n1 | -2% | 0.4% | -2% | 1% | -8%
CCOC(=O)c1ccc(NC(=O)C(=O)NCC2(c3ccc(OC)cc3)CCOCC2)cc1 | -3% | 3.1% | 3% | 4% | 0%
CC(C)c1ccccc1NC(=O)Cn1c(-c2ccccc2Cl)nc2ccccc21 | -9% | 0.6% | 25% | 0% | 3%
CN(C)c1ccc(NC(=O)CCCc2ccccc2)cc1 | 3% | 1.0% | 59% | 8% | 2%
O=C(CN(Cc1ccccc1)C(=O)CCl)c1cccc(Br)c1 | ? | ? | ? | 8% | 1%
COC(=O)Nc1ccc(S(=O)(=O)N2CCCC(C(=O)NCC3CCCO3)C2)cc1 (stereo unspecified) | 3% | 0.4% | -11% | -2% | .
CCN(CC(=O)NCc1ccc(Cl)cc1)C(=O)CCC(=O)c1ccc(F)cc1 | ? | i | 15% | -18% | 5%
COc1cccc(NC(=O)c2cc3c(=O)n4ccccc4nc3n(CC(C)C)c2=N)c1 | 9% | i | . | 33% | 2%
Clc1cccc(-c2ccc(CNCc3ccccn3)o2)c1 | ? | i | 6.9µM* | 25% | 1%
COc1ccc(CCN2C(=O)CC(N3CCC(C(N)=O)CC3)C2=O)cc1OC (stereo unspecified) | -12% | 0.3% | 74% | -4% | 4%
CC(C)C(NS(=O)(=O)c1ccc2c(c1)C(C)(C)C(=O)N2C)C(=O)NCc1ccccc1Cl (stereo unspecified) | -8% | 0.8% | 6% | 7% | .
CC1=NCCN1S(=O)(=O)c1cccc([N+](=O)[O-])c1 | -2% | 5.0% | -7% | -16% | 4%
Cc1ccccc1CN(C)C(=O)[C@H](Cc1ccccc1)NC(=O)c1ccco1 | -1% | 5.9% | 20% | -1% | .
O=C(Nc1ccc2c(c1)OCCO2)c1cnc2n(c1=O)CCS2 | -17% | 2.2% | . | 2% | -6%
Cc1ccc(N(C)S(=O)(=O)c2cccc(C(=O)N3CCN(Cc4ccccc4)CC3)c2)cc1 | -6% | 5.5% | 22% | 2% | .
C[C@@H](C(=O)Nc1nccs1)N1C(=O)C2CC=CCC2C1=O (stereo partly specified) | -6% | 1.9% | -6% | -25% | .
Cc1ccc(OCC(=O)NNC(=S)NCc2ccccc2)cc1 | 12% | 1.0% | 16% | -2% | 1%
O=C(NC1CCS(=O)(=O)C1)C1CCCN(S(=O)(=O)c2ccc(Cl)cc2)C1 (stereo unspecified) | -8% | 1.2% | -24% | 0% | -11%
Cc1nc(N2CCCCC2)sc1C(=O)c1ccc(Cl)c([N+](=O)[O-])c1 | -3% | . | 57% | . | -4%
S=C(NCCc1ccccc1)Nc1ncccn1 | . | 6.5% | . | -1% | .
Cc1cccc(NS(=O)(=O)c2ccc(C(=O)NCC(c3ccccc3)N(C)C)cc2)c1C (stereo unspecified) | -11% | 6.1% | 15% | -6% | 6%
COc1ccc(C2NC(=O)c3n[nH]c(C)c32)c(OC)c1 (stereo unspecified) | -9% | 0.3% | . | 6% | -2%
COc1cccc(C(=O)C2CCCN(Cc3cn(C)nc3-c3ccccc3)C2)c1 (stereo unspecified) | -1% | 0.5% | 15% | 10% | -2%
(list continues)
SMILES | M. tuberculosis HTS | VEEV TC-83 Vero | M. tuberculosis | influenza NS1A | PhoP GFP inhibition | others
CC1CCC2(CC1)NC(=O)N(CC(=O)c1cccn1C)C2=O (stereo unspecified) | -1% | 0.8% | 1% | 10% | 1%
COc1ccc(-c2sc3cc4c(cc3c2C#CCO)OCO4)cc1 | 17% | 3.2% | 29% | -9% | .
CC(C)(C)C(=O)NC(=S)Nc1ccccc1C(=O)Nc1ccccc1 | 6% | 0.9% | -10% | -1% | 6%
CC12CCC(C(=O)Nc3nccs3)(OC1=O)C2(C)C (stereo unspecified) | 3% | 1.9% | 8% | 17% | -11%
CCCc1c2ccccc2nc2ccccc12 | -4% | 0.8% | -10% | -4% | -17%
N#Cc1c(-c2ccccc2)cc(-c2ccc(O)cc2)nc1N | 52% | 5.0% | 34% | -7% | -7%
NC(=O)CN1CCN(S(=O)(=O)c2ccc(Br)cc2)CC1 | 6% | 0.0% | 5% | 3% | -6%
CCOC(=O)CC1=C(C(=O)OCC)C2(C(=O)N1)C(C(=O)OC)=C(N)Oc1ccccc12 (stereo unspecified) | -6% | 1.7% | -11% | -30% | 12%
Cc1cccc(NC(=O)C(c2ccccc2Cl)N2CCOCC2)c1 (stereo unspecified) | -1% | 1.5% | 4% | -1% | -7%
COC(=O)C1=C(c2ccc(F)cc2F)C[C@@H]2CC[C@H]1N2C(=O)NCCOc1ccccc1Cl | -3% | 3.5% | 17% | 12% | .
Cc1nc(C/C(=N\N)c2ccc(O)cc2O)cs1 | 13% | 2.4% | -1% | 4% | 13%
CC(C)Oc1ccc(C2CC(=O)N(c3ccc(C(=O)O)cc3)C2=O)cc1 (stereo unspecified) | 0% | 1.5% | -14% | 13% | 0%
COc1ccc(C)cc1NC(=O)C1CCCCC1C(=O)O (stereo unspecified) | -6% | 6.4% | 0% | 4% | -5%
COc1ccc(C2CC(c3ccc4ccccc4c3)=NN2C(=O)CN2CCC(C(N)=O)CC2)cc1 (stereo unspecified) | 54% | 2.5% | 67% | 18% | 7%
CC12CCC(C(=O)N3CCC(Cc4ccccc4)CC3)(C(=O)C1=O)C2(C)C (stereo unspecified) | 1% | 0.4% | ? | 2% | -10%
CCn1c(SCC(=O)Nc2cc(C)on2)nnc1-c1ccncc1 | -1% | 0.3% | 3% | -12% | -14%
O=C(CN(C(=O)CCC(=O)Nc1ccccn1)c1ccc2c(c1)OCO2)NCc1ccco1 | 4% | 9.9% | -8% | 4% | -7%&2%
O=C1c2cccc3cccc(c23)C(=O)N1CCCc1n[nH]c(=S)n1-c1ccccc1 | 1% | 9.6% | . | 2% | 0%
CNC(=S)N/N=C/c1ccco1 | ? | 0.3% | ? | -5% | -1%
C[C@]12CCC3C(CC[C@@H]4C[C@@H](O)CC[C@]34C)C1CC[C@@H]2O (stereo partly specified) | . | 1.9% | . | 2% | .
CC(C)n1c(SC2CCOC2=O)nc2ccccc21 (stereo unspecified) | -15% | 2.1% | -18% | 1% | 6%
O=C(Nc1ccccc1N1CCCCC1)C1CCN(C(=O)c2ccc(Cl)cc2)CC1 | 57% | 7.3% | 68% | -1% | -7%
Cc1cc(S(=O)(=O)NCCc2ccccc2)ccc1-n1cnnn1 | -2% | 0.3% | 12% | 3% | -11%
Cc1ccc(CNCc2ccco2)cc1 | -3% | 0.2% | 7% | -13% | 0%
Cc1cccc(NC(=O)c2ccc(S(=O)(=O)N(C)c3ccccc3)cc2)n1 | -2% | 1.2% | 8% | 5% | .

Continued (7 carried over from the part before).
SMILES | M. tuberculosis HTS | VEEV TC-83 Vero | M. tuberculosis | influenza NS1A | PhoP GFP inhibition | others
CNC(=S)N/N=C/c1ccco1 | ? | 0.3% | ? | -5% | -1%
C[C@]12CCC3C(CC[C@@H]4C[C@@H](O)CC[C@]34C)C1CC[C@@H]2O (stereo partly specified) | . | 1.9% | . | 2% | .
CC(C)n1c(SC2CCOC2=O)nc2ccccc21 (stereo unspecified) | -15% | 2.1% | -18% | 1% | 6%
O=C(Nc1ccccc1N1CCCCC1)C1CCN(C(=O)c2ccc(Cl)cc2)CC1 | 57% | 7.3% | 68% | -1% | -7%
Cc1cc(S(=O)(=O)NCCc2ccccc2)ccc1-n1cnnn1 | -2% | 0.3% | 12% | 3% | -11%
Cc1ccc(CNCc2ccco2)cc1 | -3% | 0.2% | 7% | -13% | 0%
Cc1cccc(NC(=O)c2ccc(S(=O)(=O)N(C)c3ccccc3)cc2)n1 | -2% | 1.2% | 8% | 5% | .
CCOC(=O)c1sc(SC)c2c1CCCC2=O | 1% | i | -32% | 0% | 7% | VEEV TC-83 Vero 10K pilot screen=0.1
Cn1cc(C(=O)N2CCN(C(=O)c3ccco3)CC2)c2c3ccccc3n(C)c2c1=O | -5% | 2.1% | 7% | 28% | -10%
Cc1ccc(C)c(/C=N/Nc2ccccn2)c1 | 3% | 2.9% | 24% | 1% | -1%
CCOC(=O)c1c(C2CCN(C(=O)OCC)CC2)nc2ccccn12 | -7% | 8.8% | . | 11% | 8%
O=C(Cc1ccc(Cl)cc1)Nc1cccc2ncccc12 | -4% | 1.3% | 7% | -8% | 5%
O=c1cccc2n1C[C@H]1C[C@@H]2CN2CCCC[C@@H]12 | 1% | 6.0% | 3% | 2% | -4%
CCCC(=O)N(CC(=O)Nc1sc(C)c(C)c1C(N)=O)Cc1ccccc1 | 0% | 1.8% | 12% | 2% | -4%
CCCC(=O)Nc1c(-c2ccc(C)cc2)c(=O)c2ccccc2n1C | 4% | 2.1% | -1% | -22% | 8%
CCN(CC)c1ccc(/C=N/N2CCN(c3ccccn3)CC2)cc1 | 3% | 1.7% | -1% | 5% | 1%
